Growth percent in the NCI-60 one-dose screen (48 h, 10 µM unless noted): 100 = growth as untreated, 0 = no growth, -100 = all killed.
SF-295: SF-295 CNS cancer cells; actives 5.6% (n = 79,000)
PC-3: PC-3 prostate cancer cells. actives 3.9% (n = 80,000)
SF-268: SF-268 CNS cancer cells | actives 3.1% (n = 82,000) | AID 1794759
SNB-75: SNB-75 CNS cancer; actives 5% (n = 79,000)
SNB-19: SNB-19 CNS cancer cells. actives 2.5% (n = 81,000). AID 1794751
SF-539: SF-539 CNS cancer | actives 6.8% (n = 81,000)
U251: U251 CNS tumor cells | AID 1794753 | actives 5.4% (n = 80,000)
HCC-2998: HCC-2998 colon cancer | actives 4.7% (n = 79,000) | AID 1794799
* = called active by the depositor; x = not tested or not shown; & = joins results of further samples. How the source made its calls: active means growth percent below 10; inactive means the rest.

mol	SF-295	PC-3	SF-268	SNB-75	SNB-19	SF-539	U251	HCC-2998
CCC1=C[C@@H]2CN(C1)Cc1c([nH]c3ccccc13)[C@@](C(=O)OC)(c1cc3c(cc1OC)N(C=O)[C@H]1[C@@](O)(C(=O)OC)[C@H](OC(C)=O)[C@]4(CC)[C@@H]5C[C@@H]5CN5CC[C@]31[C@@H]54)C2	-33*	7.4*	16	8.7*	28	-18*	12	-13*
CCN1CCN(c2ccc(NC(=O)Nc3nc4ccc(-c5ccccc5OC)cc4s3)cc2)CC1	-80*	-84*	-59*	-20*	-83*	-83*	-87*	-88*
COc1ccc(Cl)cc1C(=O)Nc1nc2ccc(Cl)cc2s1	170	84	83	74	103	86	87	102
CN(C)c1ccc2[nH]c3c(C(=O)O)cc(=O)c(=O)c=3oc2c1	106	86	110	86	111	105	109	112
Cc1cc(=O)[nH]c(N/N=C/c2ccc(N(C)C)cc2)n1	98	106	104	105	122	119	112	103
O=C(O)c1ccc(-n2cc(CNc3cccc(F)c3)c(-c3ccc(F)cc3)n2)cc1	98	98	112	110	99	92	103	107
NC[C@@](O)(c1ccc(Cl)cc1)c1ccc(-c2cn[nH]c2)cc1	29	40	36	-6.1*	31	3.4*	19	13
COc1ccccc1/C=C/c1cccc(NC(=S)NCCCCN(C)C)c1	-100*	-47*	6.0*	-80*	-84*	-93*	-65*	-94*
Nc1cccc(C(=O)Nc2ccc3c(O)c(N=Nc4ccccc4)c(S(=O)(=O)O)cc3c2)c1	109	88	129	104	105	107	106	106
CC(C)C[C@@H]1NC(=O)[C@@H](NC(=O)[C@@H]2CCC(=O)N2)[C@H](C(C)C)c2ccc3c4c([nH]c3c2)-n2cnc(c2)C[C@@H](C(=O)O)NC(=O)[C@@H](CCCN=C(N)N)NC(=O)[C@@H]2CCCN2C(=O)[C@H](C4)NC(=O)[C@H](C(C)C)NC1=O	x	87	71	69	x	x	88	71
CC(CCl)OC(=O)Nc1cccc(C(F)(F)F)c1 (stereo not drawn)	61	80	87	70	65	71	104	98
CCOC(=O)CC(=O)c1c(C)cc(C)cc1C	103	103	107	112	96	x	105	x
O=c1[nH]c(NC2CCCC2)nc2c3c(sc12)CCCC3	100	92	104	103	104	106	92	101
CC(C)Cc1cc(-c2cc(CC(C)C)on2)no1	109	100	103	105	102	108	103	112
CS(=O)(=O)Nc1ccc(C(=O)N=Nc2c(O)[nH]c3ccc(Br)cc23)cc1	98	107	95	110	107	103	88	103
COc1ccc(OC)c(-c2cn3nc(-c4c[nH]c5ccc(Br)cc45)sc3n2)c1	54	41	18	45	75	-13*	37	27
COc1ccc(C(=O)Nc2cc(C)nc3ccccc23)cc1	43	92	97	85	86	98	98	89
Cc1ccc2nc(NC(=O)CSc3nc(-c4ccccc4)c(C#N)c(=O)n3C)sc2c1	101	102	102	84	104	96	100	102
O=S(=O)(O)c1ccc2ccccc2c1	114	95	113	83	97	111	104	115
Cc1cccc(Cc2cnc(NC(=O)c3ccc4nnsc4c3)s2)c1	94	66	90	105	96	91	89	88
CCCCc1ccc(N2CCC(=O)NC2=S)cc1	96	98	106	85	98	96	97	99
CC(c1ccccc1)C(C)(C)O (stereo not drawn)	102	109	114	101	116	97	98	106
O=c1[nH]cc(Cl)cc1Cl	97	x	103	96	x	100	104	118
O=C(N=c1n(-c2ccccc2)nc2n1CCN2C1=NCCN1)c1ccc(Cl)cc1	97	73	84	66	92	78	81	73
CN1CCCN(C(=S)S)CC1	99	78	99	85	94	101	100	110
CC(C)c1ccc(COCc2cc(CN3CCCC3)c(O)c3ncccc23)cc1	4.8*	12	8.7*	26	17	-22*	-13*	15
COc1cc(C(O)CCN(CCO)Cc2ccccc2)cc(OC)c1OC (stereo not drawn)	101	101	115	92	101	x	87	88
c1ccc(-c2noc(CCc3nnc(-c4ccccc4)o3)n2)cc1	102	103	96	88	100	100	108	104
COC(C(=O)O)c1ccccc1 (stereo not drawn)	109	121	99	79	110	98	106	112
CCOC(=O)Cc1cc(Br)c(OC/C=C(/C)CC/C=C(/C)CCC=C(C)C)c(Br)c1	100	84	115	92	107	99	97	83
O=C1C=CC(=O)N1CCc1ccccc1	100&105	96&101	94&106	96&114	100&99	102&103	104&103	105&107
COc1ccc(-c2ccc(NC(=O)Nc3ccc(Cl)c(C(F)(F)F)c3)c(C)n2)cc1OC	72	34	76	80	79	88	55	94
O=C(O)c1ccccn1	95	100	100	108	110	99	99	112
COc1ccc(C2=NN(C(N)=S)C(c3ccc4c(c3)OCO4)C2)cc1 (stereo not drawn)	-9.2*	33	22	26	47	21	22	-25*
O=C(O)c1cn(C2CC2)c2cc(N3CCN(CN4C(=O)C=CC4=O)CC3)c(F)cc2c1=O	103	104	104	101	100	106	102	111
CCSc1nnc2c3cc(Br)ccc3n(C)c2n1	94	81	107	93	109	106	101	111
N#CCc1ccc(Cl)c(Cl)c1	99	106	99	105	109	110	x	114
COc1ccc(C(C)=O)cc1CS/C(=N/S(=O)(=O)c1ccccc1)Nc1cccc(Cl)c1Cl	x	113	116	97	101	109	100	106
Cc1ccc(Nc2nnc(-c3cc(F)c(F)c(F)c3)o2)c(C)c1	48	77	52	35	13	65	50	90
C=C(C)[C@@H]1CC[C@]2(COCCCN)CC[C@]3(C)[C@H](CC[C@@H]4[C@@]5(C)CC[C@H](OCCCN)C(C)(C)[C@@H]5CC[C@]43C)[C@@H]12	102	81	100	86	94	87	89	100
CCCCC1COc2cccc3c(SCC(=O)N(C)c4cccc(Cl)c4)cc[n+]1c23 (stereo not drawn)	99	106	118	137	99	98	112	104
CC(=O)Oc1cccc(OC(C)=O)c1OC(C)=O	99	90	105	88	105	100	96	92
C=CC(=O)N1CCC[C@H](n2c(=O)n(-c3ccc(Oc4ccccc4)cc3)c3c(N)ncnc32)C1	98	88	72	113	79	104	89	100
CC(C)(C)Nc1nc2cc(Cl)c(Cl)cc2nc1S(C)(=O)=O	91	54	74	45	102	47	69	42
CN(C)c1ccc(N=Nc2ccc(Br)cn2)c(O)c1	17	33	17	39	20	-10*	11	34
CCOC(=O)C1=C(C)NC(C)=C(C(=O)OC)C1c1cccc([N+](=O)[O-])c1 (stereo not drawn)	85	66	101	x	91	118	97	86
COc1ccc(Nc2ncc3c(n2)CCc2cnc(C)nc2-3)cc1	101	99	91	69	90	89	101	98
O=C(Cn1ccnc1)NC(c1ccccc1)c1ccccc1	98	x	98	73	95	86	101	98
O=C(Nc1cccc(-n2cc(-c3ccncc3)c(-c3cc(O)cc(Cl)c3)n2)c1)c1cc(C(F)(F)F)cc(C(F)(F)F)c1	15	22	69	53	63	75	37	29
COc1ccc(/C=C2\N=C(c3ccccc3)OC2=O)cc1OC	103	101	106	x	108	107	104	102

Part of the list above, showing only U251 and SF-268:
| smiles | U251 | SF-268 |
| --- | --- | --- |
| COc1ccc(Nc2ncc3c(n2)CCc2cnc(C)nc2-3)cc1 | 101 | 91 |
| CC(C)(C)Nc1nc2cc(Cl)c(Cl)cc2nc1S(C)(=O)=O | 69 | 74 |
| CCOC(=O)Cc1cc(Br)c(OC/C=C(/C)CC/C=C(/C)CCC=C(C)C)c(Br)c1 | 97 | 115 |
| O=C(O)c1cn(C2CC2)c2cc(N3CCN(CN4C(=O)C=CC4=O)CC3)c(F)cc2c1=O | 102 | 104 |
| CC(=O)Oc1cccc(OC(C)=O)c1OC(C)=O | 96 | 105 |
| COc1ccc(-c2ccc(NC(=O)Nc3ccc(Cl)c(C(F)(F)F)c3)c(C)n2)cc1OC | 55 | 76 |

Further results follow:
mol	SF-295	PC-3	SF-268	SNB-75	SNB-19	SF-539	U251	HCC-2998
Nc1ncnc2c1ncn2Cc1nnc(CCC(=O)c2nc3ccccc3[nH]2)o1	110	x	118	90	100	99	103	107
Cc1nc(C)c(/C=C2\C(=O)Nc3ccccc32)nc1C	102	80	91	98	99	99	95	98
O=C(COc1ccc(Cl)cc1Cl)NCCO	98	88	98	98	110	94	93	104
COC(=O)Cc1cc(O)cc2oc(-c3ccc(OC)cc3)cc(=O)c12	x	82	102	93	105	92	85	120
Cc1cc(=O)oc2cc(OCCCOc3ccc(/C=C/C(=O)Nc4ccccc4F)cc3)ccc12	93	93	97	78	90	97	101	114
O=C(Nc1ncc(Cc2ccccc2)s1)c1ccc2c(c1)OCCO2	12	27	43	9.1*	35	-10*	14	13
Nc1ccc(N=Nc2ccc(S(=O)(=O)Nc3ccccn3)cc2)c(N)n1	102	94	107	81	106	99	x	104
Nc1ccc(-c2nnc(Cn3c(COc4cccc5ccccc45)nc4ccccc43)o2)cc1	97	96	110	91	96	96	103	97
Cc1cc(=O)[nH]c(N/N=C/c2cc(Br)ccc2O)n1	5.7*	57	25	63	41	16	27	32
Cc1ccc(N=NC(C#N)C#N)c(C)c1	99	99	102	106	99	94	107	104
CSc1ccnc2cc(Cl)ccc12	103	101	97	97	108	96	90	106
O=C1OC(c2ccccc2)=N/C1=C\c1ccccc1	99	96	103	83	99	100	91	97
COc1cc(C(=O)Nc2ccc(-c3nc4ccccc4[nH]3)cc2)cc(OC)c1OC	9.9*	53	55	43	54	35	25	58
c1cncc(CNNc2ncnc3ccccc23)c1	108	102	113	100	103	97	103	108
Nc1nc(N)c2c(n1)NC(c1sc(Cl)nc1Cl)CC(c1ccc3c(c1)OCO3)=N2 (stereo not drawn)	18	49	39	-1.5*	37	-15*	10	61
NC(=O)N(c1ccccc1)c1ccccc1	97	93	102	90	107	99	104	98
Cc1ccc(Nc2cc(N)nc(N)n2)cc1Cl	92	94	89	80	104	97	97	100
Cc1ccc(C(=O)N2CCN(C)CC2)cc1C#Cc1cnc2cccnn12	104	94	95	84	102	95	94	102
Cc1cc(N2CCOCC2)nc(-n2ccc3ccccc32)n1	94	70	94	67	96	87	82	99
CCOc1ccc(/C=C2\Oc3cc(C)c(Cl)cc3C2=O)cc1	105	99	111	106	103	114	95	121
C=C1C(=O)O[C@H]2[C@H]1CC/C(COC(=O)NCc1ccc(OC)c(OC)c1)=C\CC[C@@]1(C)O[C@@H]21	88	78	80	59	87	43	86	x
Cc1ccccc1NC(=O)CSC(N)=O	105	91	112	106	93	93	99	98
Cc1cc(C)c([N+](=O)[O-])cc1C	93	x	91	69	96	85	103	94
COc1cc2c3c(n(CCCN4CCN(CCCn5c6c(c7cc(OC)c(OC)cc7c5=O)C(=O)c5cc7c(cc5-6)OCO7)CC4)c(=O)c2cc1OC)-c1cc2c(cc1C3=O)OCO2	103	96	105	79	111	99	111	94
N#Cc1c(-c2ccc(Cl)cc2)nc(SCc2ccc(F)cc2)[nH]c1=O	110	103	107	98	101	98	104	106
CCc1nnc(NC(=O)Cc2csc(-c3ccccc3)n2)s1	105	89	117	87	103	104	95	102
CCOC(=O)c1ccc(C(Br)Br)cc1	97	87	99	113	104	100	95	97
NC(=O)Nc1ccc(S(=O)(=O)c2ccc(N)cc2)cc1	104	97	116	97	101	103	111	108
FC(F)(F)c1ccc(/C=N/Nc2nnc3n2N=C(c2ccccc2)CS3)cc1	99	100	104	107	102	97	104	124
CCOc1ccc(-n2nc(C(=O)Nc3ccccc3OC)nc2-c2cc(OC)c(OC)c(OC)c2)cc1	85	65	89	67	89	86	94	100
O=C(c1ccccc1)c1ccc(Cl)c([N+](=O)[O-])c1	99	90	89	88	99	98	97	88
[O-]/[N+](=C\c1c(Cl)cccc1Cl)CC1(O)CCCCC1	x	x	102	82	100	97	98	114
CC1OC2CC(=O)OC2C2=C1C(=O)c1c(O)c3c(c(O)c1C2=O)C1CC(O)C3(O)C(C)O1 (stereo not drawn)	3.3*	7.9*	1.9*	-29*	4.7*	-84*	-23*	-28*
CC(=O)C1(O)C=C/C(=C/Nc2ccccc2C(=O)O)C1=O (stereo not drawn)	104	94	113	92	107	101	101	102
CC(=O)O[C@H]1C[C@H](n2cc(F)c(N)nc2=O)O[C@]1(C)CO	97	71	53	87	65	71	101	52
O=C(NNc1ccccc1)Nc1ccccc1	107	85	113	106	105	101	109	107
O=C1CCCc2nc(Nc3ccc(S(=O)(=O)Nc4ccc([N+](=O)[O-])cc4)cc3)ncc21	101	105	96	93	96	93	103	110
C[C@@H]1CC[C@@H]2[C@@H]1[C@H](OC(=O)/C=C/c1ccccc1)[C@]1(c3ccccc3)C[C@@H](OC(=O)CO)[C@@]2(C)O1	96	81	52	90	96	102	x	99
C(=N\C(/N=C/c1ccco1)c1ccco1)/c1ccco1	111	96	111	103	106	111	110	102
CC(=O)Oc1ccc(I)cc1C(=O)O	102	86	103	95	97	x	86	107
O=C1C=C(Nc2ccccc2)c2ncccc2C1=O	-98*	-18*	-62*	-97*	-93*	-87*	-98*	-89*
Cc1cc[n+](CCC2CCCCC2)cc1	119	96	98	x	98	100	93	90
c1ccc(N2CCN(c3nc(-c4ccccn4)nc4sc5c(c34)CCCCCC5)CC2)cc1	45	46	80	91	x	87	63	86
COc1ccc(CCNC(=O)C(O)[C@H](Cc2ccccc2)NC(=O)c2oc3cc(OC)ccc3c(=O)c2C)cc1 (stereo partly drawn)	105	117	129	132	96	102	99	114
Oc1ccc(Cl)cc1/C=N/Nc1nc2ccccc2s1	97	61	68	89	76	84	58	82

Given with two lines to a compound: entries from further up
Each structure is followed by: SF-295	PC-3	SF-268	SNB-75	SNB-19	SF-539	U251	HCC-2998
> CC(=O)O[C@H]1C[C@H](n2cc(F)c(N)nc2=O)O[C@]1(C)CO
 : 97	71	53	87	65	71	101	52
> O=C1C=C(Nc2ccccc2)c2ncccc2C1=O
 : -98*	-18*	-62*	-97*	-93*	-87*	-98*	-89*

Compound activity as filed in PubChem BioAssay.
